mHTT-CaM PPI inh: mHTT-calmodulin interaction abrogation; P42858; AID 1671202; 190,000 compounds, 3.6% hits; AlphaScreen His-mHTT/GST-CaM binding, luminescence; inhibition, % at 15 µM;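 further: 0% = both proteins with DMSO and 100% = one protein alone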
Target sequence (P42858 whole entry, looked up, stated change not applied): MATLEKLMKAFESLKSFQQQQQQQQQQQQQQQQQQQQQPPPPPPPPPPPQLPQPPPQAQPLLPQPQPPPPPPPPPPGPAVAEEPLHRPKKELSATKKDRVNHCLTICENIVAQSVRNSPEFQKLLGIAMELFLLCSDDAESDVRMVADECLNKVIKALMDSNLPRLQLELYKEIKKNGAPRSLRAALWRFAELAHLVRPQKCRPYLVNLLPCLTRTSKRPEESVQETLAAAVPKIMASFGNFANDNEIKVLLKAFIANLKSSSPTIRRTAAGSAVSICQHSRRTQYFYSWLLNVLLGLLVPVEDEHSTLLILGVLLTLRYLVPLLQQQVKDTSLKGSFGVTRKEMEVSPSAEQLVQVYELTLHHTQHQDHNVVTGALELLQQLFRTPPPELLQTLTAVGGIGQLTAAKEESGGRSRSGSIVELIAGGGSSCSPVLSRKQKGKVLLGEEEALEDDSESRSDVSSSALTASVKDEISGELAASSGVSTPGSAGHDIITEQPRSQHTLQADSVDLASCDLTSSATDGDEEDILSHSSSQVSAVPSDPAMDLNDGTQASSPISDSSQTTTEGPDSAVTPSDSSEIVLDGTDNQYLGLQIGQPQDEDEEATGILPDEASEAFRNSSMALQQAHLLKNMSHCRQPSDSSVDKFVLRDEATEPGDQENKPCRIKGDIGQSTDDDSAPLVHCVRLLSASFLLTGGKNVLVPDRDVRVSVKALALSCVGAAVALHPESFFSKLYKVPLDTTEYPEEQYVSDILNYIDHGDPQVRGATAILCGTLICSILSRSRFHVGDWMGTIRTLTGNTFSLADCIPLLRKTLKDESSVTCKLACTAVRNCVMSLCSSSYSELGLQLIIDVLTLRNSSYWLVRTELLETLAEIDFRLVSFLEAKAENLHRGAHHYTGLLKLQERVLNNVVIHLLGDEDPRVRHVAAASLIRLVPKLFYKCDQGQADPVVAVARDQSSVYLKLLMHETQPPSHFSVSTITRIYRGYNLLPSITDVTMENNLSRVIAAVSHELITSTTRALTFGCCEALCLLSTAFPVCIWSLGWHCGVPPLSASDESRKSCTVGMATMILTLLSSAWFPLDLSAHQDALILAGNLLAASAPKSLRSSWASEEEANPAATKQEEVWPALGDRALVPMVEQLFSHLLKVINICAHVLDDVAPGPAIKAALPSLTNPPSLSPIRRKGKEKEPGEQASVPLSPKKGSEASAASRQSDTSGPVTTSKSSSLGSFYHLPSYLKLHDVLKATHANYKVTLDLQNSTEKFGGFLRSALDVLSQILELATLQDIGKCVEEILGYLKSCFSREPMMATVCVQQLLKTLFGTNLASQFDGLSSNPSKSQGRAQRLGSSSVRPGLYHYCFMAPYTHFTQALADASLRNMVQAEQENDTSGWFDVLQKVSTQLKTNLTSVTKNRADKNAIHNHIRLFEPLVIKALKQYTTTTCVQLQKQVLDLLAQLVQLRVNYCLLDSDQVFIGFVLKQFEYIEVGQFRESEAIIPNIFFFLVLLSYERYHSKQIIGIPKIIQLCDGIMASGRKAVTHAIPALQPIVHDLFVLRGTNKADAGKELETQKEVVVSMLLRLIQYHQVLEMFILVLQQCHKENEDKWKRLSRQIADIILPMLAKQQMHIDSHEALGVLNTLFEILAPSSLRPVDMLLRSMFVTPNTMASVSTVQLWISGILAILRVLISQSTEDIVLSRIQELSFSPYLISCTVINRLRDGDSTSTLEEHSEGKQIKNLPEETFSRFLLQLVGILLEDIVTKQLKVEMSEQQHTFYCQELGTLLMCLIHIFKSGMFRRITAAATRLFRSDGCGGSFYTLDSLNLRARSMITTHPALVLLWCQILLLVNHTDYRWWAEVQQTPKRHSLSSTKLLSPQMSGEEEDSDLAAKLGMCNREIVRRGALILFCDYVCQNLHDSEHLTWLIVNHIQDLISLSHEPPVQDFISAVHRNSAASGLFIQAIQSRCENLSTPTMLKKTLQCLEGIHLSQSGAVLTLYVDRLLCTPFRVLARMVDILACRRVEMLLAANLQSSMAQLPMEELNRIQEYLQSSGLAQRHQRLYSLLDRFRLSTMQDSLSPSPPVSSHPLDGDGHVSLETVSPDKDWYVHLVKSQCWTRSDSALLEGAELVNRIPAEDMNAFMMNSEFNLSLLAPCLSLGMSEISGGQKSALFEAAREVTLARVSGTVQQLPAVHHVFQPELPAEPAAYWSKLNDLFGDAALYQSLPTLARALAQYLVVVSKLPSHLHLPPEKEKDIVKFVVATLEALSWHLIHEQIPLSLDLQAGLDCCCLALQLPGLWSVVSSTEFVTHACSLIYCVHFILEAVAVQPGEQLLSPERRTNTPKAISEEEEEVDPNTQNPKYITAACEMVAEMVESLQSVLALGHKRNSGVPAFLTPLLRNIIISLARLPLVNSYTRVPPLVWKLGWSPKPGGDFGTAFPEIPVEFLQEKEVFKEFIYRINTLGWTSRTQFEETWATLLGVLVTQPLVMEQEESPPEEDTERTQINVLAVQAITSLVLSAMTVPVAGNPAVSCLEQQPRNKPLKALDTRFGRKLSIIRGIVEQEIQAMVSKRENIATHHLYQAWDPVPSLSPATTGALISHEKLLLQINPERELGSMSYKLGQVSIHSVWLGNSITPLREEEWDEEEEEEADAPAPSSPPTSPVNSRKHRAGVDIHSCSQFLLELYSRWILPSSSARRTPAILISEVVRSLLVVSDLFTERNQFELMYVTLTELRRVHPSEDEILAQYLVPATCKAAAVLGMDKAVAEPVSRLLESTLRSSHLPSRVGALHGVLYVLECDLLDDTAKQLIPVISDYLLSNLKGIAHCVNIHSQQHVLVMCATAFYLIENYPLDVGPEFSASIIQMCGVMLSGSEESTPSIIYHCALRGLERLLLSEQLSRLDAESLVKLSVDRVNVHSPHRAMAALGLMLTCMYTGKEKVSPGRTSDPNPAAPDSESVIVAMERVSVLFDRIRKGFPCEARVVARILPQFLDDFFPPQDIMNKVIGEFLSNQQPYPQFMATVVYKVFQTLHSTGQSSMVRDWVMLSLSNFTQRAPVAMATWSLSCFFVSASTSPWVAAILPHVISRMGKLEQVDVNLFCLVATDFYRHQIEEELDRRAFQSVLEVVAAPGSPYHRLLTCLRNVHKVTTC
Pf apPOL inh: Pf-apPOL DNA polymerase inhibition. Recombinant Pf-apPOL, molecular beacon fluorescence, 1.5 h. inhibition, % at 10 µM. 210,000 compounds, 0.25% hits
Starred values were filed as active, the others as inactive; i = inactive; . = not tested or not shown; & = joins results of further samples. No stated cut-off is given here; in the data, active means inhibition above about 50%; inactive means the rest. Random draw from the library. Share with any hit: about 3.5%.

Values in the order: mHTT-CaM PPI inh | Pf apPOL inh
> C=CCc1ccc(Cc2ccc([N+](=O)[O-])cc2)c(OC)c1
    . | -5.1
> Cc1ccccc1Cc1c(C)nc2nc(SCC(=O)NCCC(C)C)nn2c1C
    17.0 | 3.0
> CCc1ccc(-c2nc(CN3CCCC(C(=O)NC4CCCC4)C3)c(C)o2)cc1 (stereo not given)
    14.9 | -2.8
> COc1cccc(-c2cc(C3CCN(S(=O)(=O)c4ccc(C)cc4)CC3)[nH]n2)c1
    1.5 | -6.1
> CCCn1c(C2CCN(C(=O)CCC3CCCC3)C2)nc2cccnc21 (stereo not given)
    19.8 | -7.5
> CC(C)c1ccc(CNC(=O)c2cn3ccccc3n2)cc1
    1.5 | -5.1
> O=C(CN1CCc2ccccc2C1C(=O)N1CCCCC1)Nc1ccc(F)cc1Cl (stereo not given)
    68.3* | 2.8
> C#CCOCC1CCCN(C(=O)COc2ccc(Cl)cc2Cl)C1 (stereo not given)
    -4.3 | -10.1
> CC(C)C(=O)N1CCC(COc2ccccc2C(=O)N2CCCCC2)CC1
    2.5 | -2.0
> O=C(COc1ccc(Br)cc1Cl)Nc1cccc(F)c1
    -26.4 | -6.2
> O=[N+]([O-])c1ccc2nc(CCc3nc4ccc([N+](=O)[O-])cc4[nH]3)[nH]c2c1
    0.0 | -29.3
> Fc1ccccc1CN1CCN(c2ccccn2)CC1
    -4.7 | -1.0
> Cc1nc2ccccc2c(=O)[nH]1
    0.0 | 2.5
> CC(C)C(NS(=O)(=O)c1cccs1)C(C)C
    -5.4 | -0.9
> CCC(=O)c1c(C)[nH]n(-c2ccccc2)c1=O
    5.5 | 1.3
> O=C(c1cccs1)N1CCN(C2=NN=C(c3ccccc3)CS2)CC1
    86.5* | -3.0
> Cn1c(=O)c2c(n3c(SCC(N)=O)nnc13)-c1ccccc1CC21CCCCC1
    26.0 | -12.1
> COc1ccccc1Oc1coc2cc(OC(=O)C(C)C)ccc2c1=O
    99.7* | -2.0
> Cc1ccc(N2C(=O)CC(N3CCN(Cc4ccc5c(c4)OCO5)CC3)C2=O)c(C)c1 (stereo not given)
    2.5 | -11.5
> CCC1(C)OC(=O)N(C2CC(C)(C)NC(C)(C)C2)C1(C)O (stereo not given)
    1.0 | 6.1

Compounds above that have a thiophene ring, fused or not (two):
Values in the order: mHTT-CaM PPI inh | Pf apPOL inh
> CC(C)C(NS(=O)(=O)c1cccs1)C(C)C
    -5.4 | -0.9
> O=C(c1cccs1)N1CCN(C2=NN=C(c3ccccc3)CS2)CC1
    86.5* | -3.0

(listing goes on)
Values in the order: mHTT-CaM PPI inh | Pf apPOL inh
> COc1ccc(C2CC(=O)c3c(O)cc(O)cc3O2)cc1O (stereo not given)
    . | -0.2
> NC(=O)c1c(Nc2ccccc2Cl)sc(C(=O)c2ccccc2)c1N
    86.0* | -4.0
> CS(=O)(=O)c1ccc2nc(NC(=O)c3ccc(F)cc3)sc2c1
    3.3 | -0.4
> S=c1[nH]nc(C2CCCCC2)n1/N=C\c1cccs1
    i | .
> Cc1cccc(C)c1NC(=O)C1(N(C)C(=O)Cn2cccc([N+](=O)[O-])c2=O)CCCCC1
    -1.0 | -5.3
> CCOc1ccc(C2Nc3ccccc3NC3=C2C(=O)CC(c2ccc(OC)c(OC)c2)C3)cc1 (stereo not given)
    33.0 | 0.3
> COc1ccc(NS(=O)(=O)c2ccc(OC)c(OC)c2)cc1OC
    0.0&2.0 | -4.1&-4.2
> CC(=O)Nc1ccc(S(=O)(=O)Nc2ccc(S(=O)(=O)N3CCCCC3)cc2)cc1
    -5.6 | 0.4
> COc1cccc(-c2nnc(NC(=O)C3CCCCC3)o2)c1
    -0.4 | 1.8
> O=C(Cc1ccccc1F)Nc1cnc(N2CCCCC2)nc1
    -1.9 | -3.1
> O=C(Nc1ccc(F)c(Cl)c1)C1CCc2sc(C(=O)N3CCOCC3)cc2C1 (stereo not given)
    16.5 | -3.5
> Cc1c(Cc2ccc(Cl)cc2)c(NCCCn2ccnc2)n2c(nc3ccccc32)c1C#N
    -5.0 | 0.7
> O=C(Nc1ccc2c(c1)OCCO2)C1CCCN(c2ncnc3c2nc2n3CCCCC2)C1 (stereo not given)
    14.0 | 1.9
> NC(COc1ccc(Cl)cc1Cl)=NOC(=O)c1ccccc1
    . | -13.4
> C=CCc1ccccc1OCC(O)CN1C(=O)c2ccccc2C1=O (stereo not given)
    8.5 | -12.9
> O=c1[nH]c2ccc(N=Cc3cc(Br)c4ncccc4c3)cc2[nH]1
    13.0 | -4.6
> Cc1csc2sc(-c3ccnc(SCC(=O)Nc4ccc(Cl)cc4Cl)n3)c(C)c12
    . | -13.4
> COc1cc(OC)c(NC(=O)N2CCCC2c2cc(C(C)C)on2)cc1Cl (stereo not given)
    -0.8 | -1.4
> O=C1CN(S(=O)(=O)c2ccc([N+](=O)[O-])cc2)CC(=O)N1
    -1.4 | -3.8&-1.8&-3.8
> O=C(Nc1ccc2c(c1)OC(F)(F)O2)c1cc([N+](=O)[O-])ccc1Cl
    6.0 | -6.0
> CCn1cnnc1C1CCCN(Cc2ccc(C)cc2)C1 (stereo not given)
    -0.2 | -10.6
> O=C(C1CCCN(S(=O)(=O)c2ccc(Br)s2)C1)N1CCc2ccccc21 (stereo not given)
    4.0 | -4.4
> COc1ccc(C(=O)CCNC(C(=O)O)C(C)O)cc1 (stereo not given)
    -4.1 | 19.2
> COc1ccc(-c2c(C)c3ccc(OS(C)(=O)=O)cc3oc2=O)cc1OC
    9.3 | -4.6
> CCOC(=O)N1CCN(Cc2cc(OC)c(OC)c(OC)c2)CC1
    -3.8 | 1.4
> COc1cccc(NC(=O)C2CCCN(C(=O)c3ccc(Cl)cc3)C2)c1 (stereo not given)
    29.2 | -3.5
> COc1ccc(-c2coc3cc(OC(=O)c4ccc5c(c4)OCO5)ccc3c2=O)cc1OC
    0.7&-9.2 | -2.5&0.0
> COc1cccc(CNC(=O)C2(C)CCCN(C(=O)c3ccccc3OC)C2)c1 (stereo not given)
    -11.8 | -4.1
> COc1ccc(F)cc1S(=O)(=O)N1CC2CC(NC(=O)c3cccs3)C1C2 (stereo not given)
    11.0 | -6.8
> Cc1cc(OCC(=O)N2CCC(C)CC2)nc(-c2ccc(F)cc2)n1
    0.1 | -3.6

Shown field by field: entries from further up.
CCn1cnnc1C1CCCN(Cc2ccc(C)cc2)C1 (stereo not given)
  mHTT-CaM PPI inh = -0.2
  Pf apPOL inh = -10.6
O=C(C1CCCN(S(=O)(=O)c2ccc(Br)s2)C1)N1CCc2ccccc21 (stereo not given)
  mHTT-CaM PPI inh = 4.0
  Pf apPOL inh = -4.4

Additional compounds:
Values in the order: mHTT-CaM PPI inh | Pf apPOL inh
> COc1ccc2c(c1)CCN(C(=O)CN1CCN(c3cccc(Cl)c3)C1=O)C2
    -9.3 | -13.0
> Cc1c(Cl)cccc1NC(=O)C1CCN(C(=O)Cc2ccccc2)CC1
    15.6 | -0.2
> O=C(O)c1cc(C23CC4CC(CC(C4)C2)C3)ccc1O
    9.4 | 18.6
> O=S(=O)(NCCc1c[nH]c2ccccc12)c1cccc2nsnc12
    . | -3.5&-0.4
> Cc1cccc2c(=O)n(C3CCN(C(=O)Nc4ccc(F)cc4F)CC3)cnc12
    -4.3 | -0.2
> Cc1nc2nc(SCC(=O)N3CCC(C)CC3)nn2c(C)c1Cc1ccc(Cl)cc1
    52.0* | -3.8
> CC(C)NC(=O)COc1ccc(Br)cc1Cl
    -4.8 | -8.8
> Cc1ccc(C2CC(=O)C3=C(C2)Nc2ccccc2N(C(=O)C2CC2)C3c2cccnc2)cc1 (stereo not given)
    33.0 | -3.5
> CC1CCC2(CC1)OCC(C(=O)N1CCN(C)CC1)N2C(=O)c1ccccc1F (stereo not given)
    1.8 | 0.1
> COc1ncccc1CNC(=O)c1ccc(C)nc1
    -3.9 | -1.8
> O=C(NCN1CCN(CNC(=O)c2ccccc2)CC1)c1ccccc1
    0.0 | -0.7
> Cc1cn([C@H]2C[C@@H](N=[N+]=[N-])[C@@H](CO)O2)c(=O)[nH]c1=O
    . | -3.4
> Cc1nc2nc(SCC(=O)NCC3CCCO3)nn2c(C)c1Cc1c(F)cccc1Cl (stereo not given)
    70.0* | 35.0
> CC(=O)Nc1ccc(S(=O)(=O)C[N+](=O)[O-])cc1
    . | 14.1
> CC1C(=O)N(c2ccc(F)cc2F)CCN1C(=O)c1cccc(F)c1 (stereo not given)
    -1.0 | -1.0
> O=C(Nc1ccccc1)c1cc(S(=O)(=O)NC2CCCCC2)c(Cl)cc1Cl
    9.3 | 0.5
> CSc1ccccc1C(=O)NCC(O)(c1ccccc1)C(F)(F)F (stereo not given)
    -8.9 | -3.8
> CCCc1nc2cccnc2n1C1CCN(S(=O)(=O)c2c(C)noc2C)C1 (stereo not given)
    -8.4 | -3.3
> Cc1cccc(C)c1NC(=O)c1ccc(F)cc1
    -9.1 | 3.9
> Clc1cc(Cl)cc(Oc2nc(-c3ccccc3)ns2)c1
    . | -0.7&-4.6
> O=C(Cn1c2c(c(=O)n(C3CCCCC3)c1=O)CCC2)NCc1ccc2c(c1)OCO2
    -9.7 | -2.7
> O=C(Nc1cccc(F)c1)C1CCc2nc(N3CCN(C(=O)C4CCC4)CC3)sc2C1 (stereo not given)
    5.3 | 1.2
> Cc1ccc(OCCOCCN2CCCC2)c(Br)c1
    1.1 | -11.8
> Cc1cc([N+](=O)[O-])nn1CCCC(=O)Nc1ccc(Br)cc1
    5.0 | 2.1
> Cc1cc(C2CCCN2Cc2cccc(Cl)c2)on1 (stereo not given)
    -5.3 | -8.9
> O=C(NC1CCCc2ccccc21)C1CCN(S(=O)(=O)N2CCCCCC2)CC1 (stereo not given)
    -3.0 | -5.9
> O=C1Nc2ccccc2C1=Nc1ccccc1N=C1C(=O)Nc2ccccc21
    13.8 | .
> CC(=O)NCCc1csc(C2CCN(C(=O)c3ccc(C)s3)CC2)n1
    13.4 | -3.7
> Cc1cccc(NC(=O)N2CCN(Cc3nc(-c4cccs4)cs3)CC2)c1
    -14.5 | -10.0
> CCOc1ccc2nc(NC(=O)CCS(=O)(=O)c3ccc(Br)s3)sc2c1
    0.0 | -0.1

Quoted at random: 3 compounds from above
Values in the order: mHTT-CaM PPI inh | Pf apPOL inh
> Clc1cc(Cl)cc(Oc2nc(-c3ccccc3)ns2)c1
    . | -0.7&-4.6
> O=C(Nc1ccc(F)c(Cl)c1)C1CCc2sc(C(=O)N3CCOCC3)cc2C1 (stereo not given)
    16.5 | -3.5
> Cc1cccc(C)c1NC(=O)C1(N(C)C(=O)Cn2cccc([N+](=O)[O-])c2=O)CCCCC1
    -1.0 | -5.3

Additional records follow:
Values in the order: mHTT-CaM PPI inh | Pf apPOL inh
> CCOC(=O)N1CCC2(CC1)N=C(c1ccccc1O)CC(c1ccc(C)cc1)N2 (stereo not given)
    10.4 | -1.0
> CC(=O)Oc1ccc2cc(-c3ccc4c(c3)OCCO4)c(=O)oc2c1
    -10.1 | 4.0
> COc1cc(C(=O)N2CCN(C(=O)CCC3CCCC3)CC2)cc(OC)c1OC
    12.6 | -3.2
> COc1ccc(-c2c(C)c3ccc(OC(=O)C4CC4)cc3oc2=O)cc1
    -0.8 | -10.0
> Fc1ccc(C2C=C(c3ccc4c(c3)OCO4)Nc3nnnn32)cc1 (stereo not given)
    -1.0 | -5.4
> CC1OC23CCCCC2C(C#N)(C(=N)O3)C1(C#N)C#N (stereo not given)
    -1.0 | -1.5
> COc1cccc(Nc2c(C(=O)N3CCCCCC3)cnc3nc(C)ccc23)c1
    4.4 | 0.8
> Cc1[nH]c(=O)[nH]c(=O)c1CC(=O)Nc1nc2c(s1)CCCC2
    -9.4 | -2.1
> CNC(=O)c1cc2cc(Br)ccc2[nH]1
    9.8 | -5.4
> O=C(c1ccco1)N1CCCCCC1
    -0.1 | -1.1
> COc1cccc(NC(=O)C2CCCN(C(=O)c3cccc(C)c3)C2)c1 (stereo not given)
    32.5 | -9.8
> Cc1ccc(CNC(=O)Cn2c(C(C)C)nc3c(c2=O)CN(Cc2ccccc2)CC3)cc1
    -10.9 | -2.6
> COc1cc2c(cc1OC)C(C(=O)Nc1cnc3ccccc3c1)C1c3ccccc3CCN1C2=O (stereo not given)
    49.0 | 7.3
> O=C(/C=C/c1ccccc1)Nc1cccc(C(=O)NCCc2ccccc2)c1
    -6.0 | -1.4
> CC(=O)Nc1cc(NC(=O)CCC(=O)O)ccc1Cl
    -3.5 | -1.8
> CCn1nc(C)cc1C(=O)Sc1ccc(C)cc1
    . | -13.4
> Cc1nc2sc3ccccc3c2s1
    -17.8 | -8.3
> COc1cccc(C2C(C#N)=C(N)Oc3n[nH]c(-c4ccc(Br)cc4)c32)c1OC (stereo not given)
    49.0 | -0.5
> CCN1CCN(C(=O)c2cnn(-c3ccc(Cl)cc3)c2C(F)(F)F)CC1
    5.7 | -6.3
> O=C(NCCCn1ccnc1)c1nc(-c2ccc(Br)o2)no1
    -2.4 | .
> CC(C)Oc1ccccc1/C=C1\C(=O)NN(c2ccc(Cl)c(Cl)c2)C1=O
    49.0 | -3.4
> O=C(CC1(O)C(=O)Nc2ccc(Cl)cc21)c1cccs1 (stereo not given)
    -4.4 | 4.2
> COc1ccc(Nc2nc(C)nc(Nc3ccc(OC)cc3)c2[N+](=O)[O-])cc1
    2.0 | -1.8
> Cc1ccccc1-n1c(SCc2cccc([N+](=O)[O-])c2)nc2[nH]ncc2c1=O
    33.0 | -1.3
> Cn1c(C2CCN(C(=O)c3ccc(C(F)(F)F)cc3)C2)nc2cccnc21 (stereo not given)
    17.2 | -0.4
> CCc1c(O)c(Cc2ccccc2)c(=O)n(-c2nccs2)c1-c1ccccc1
    . | -4.7
> CCn1cc(CN2CCC(C(=O)NCc3cccnc3)CC2)c2cc(OC)ccc21
    11.7 | -6.1
> O=C(c1ccccc1)C1CN(Cc2ccccc2)CCC1(O)c1ccccc1 (stereo not given)
    70.4* | -0.8
> COC(=O)c1sc(N2CCCC2)c(C#N)c1-c1cccs1
    . | -8.8

Bioassay records deposited in PubChem BioAssay by University of Kansas High Throughput Screening Laboratory.
